Assay outcomes from PubChem.
CHT inh – inhibitors of human choline transporter CHT. High affinity choline transporter 1 (Homo sapiens), Q9GZV3. CHT-expressing cells, membrane potential dye, choline response; stronger effect = lower value. B-score at 10 µM. hit rate 0.86% among 310,000. AID 488975, 2010;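 active means B-score over 3 SD under the library average, and starting fluorescence ratio not unusually high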;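 further: choline stimulus applied at its EC90 after an EC20 pre-addition; B-score computed on integrated fluorescence ratio after choline addition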
Target sequence (Q9GZV3 whole entry, looked up): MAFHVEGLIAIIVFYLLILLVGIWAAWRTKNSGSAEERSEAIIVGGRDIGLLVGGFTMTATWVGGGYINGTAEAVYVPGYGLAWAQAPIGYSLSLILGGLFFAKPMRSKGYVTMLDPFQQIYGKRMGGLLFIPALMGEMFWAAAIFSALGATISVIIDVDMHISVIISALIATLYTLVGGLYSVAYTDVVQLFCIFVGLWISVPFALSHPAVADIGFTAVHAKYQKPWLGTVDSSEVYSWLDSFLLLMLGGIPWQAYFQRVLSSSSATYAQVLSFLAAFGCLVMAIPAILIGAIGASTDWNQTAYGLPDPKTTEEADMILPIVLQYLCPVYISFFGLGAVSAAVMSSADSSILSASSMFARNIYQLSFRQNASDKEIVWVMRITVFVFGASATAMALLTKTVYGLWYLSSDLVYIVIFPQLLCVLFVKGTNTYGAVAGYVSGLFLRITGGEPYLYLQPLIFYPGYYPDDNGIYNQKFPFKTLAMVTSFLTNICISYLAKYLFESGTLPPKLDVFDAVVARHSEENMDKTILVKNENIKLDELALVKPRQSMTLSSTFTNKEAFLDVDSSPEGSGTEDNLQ
KCNQ2 block – KCNQ2 potassium channel inhibitors, primary screen, cell-based, CHO-K1, FluxOR thallium flux, B-score (AID 2156). Potassium voltage-gated channel subfamily KQT member 2 (Rattus norvegicus), O88943. 20 min; stronger effect = lower value. B-score at 10 µM. hit rate 1.1% among 310,000;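 active means fluorescence ratio B-score at most minus 3 library SDs, with starting brightness B-score within 2 library SDs, cut at about -5.5 in these data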
* hit, by the source's call; i = inactive; . = not tested or not shown.

The first 17 compounds (preview)
SMILES	CHT inh	KCNQ2 block
CNC(=S)N(Cc1ccc(OC)cc1)Cc1cc2ccc(C)cc2[nH]c1=O	i	i
O=C1NC(=O)C(=O)N1	i	.
CC(C)CNC(=O)C(=O)NNC(=O)C1CCCCC1	i	i
Cc1onc(-c2ccccc2)c1C(=O)Nc1cccc(C#N)c1	i	i
CCOc1ccc(N2C(=O)CC(NCCc3c[nH]c4ccccc34)C2=O)cc1 (configuration not stated)	i	i
CCOC(=O)c1ccccc1NC(=O)COC(=O)CCNS(=O)(=O)c1ccccc1	i	i
CC1(c2ccc(OC(F)F)cc2)NC(=O)N(CC(=O)Nc2ccc(S(N)(=O)=O)cc2)C1=O (configuration not stated)	i	i
CCN(CC)S(=O)(=O)c1ccc(NC(=O)Cn2cnc3ccccc3c2=O)cc1	i	i
COCCn1c(SCC(=O)N2CCOCC2)nc2ccccc2c1=O	i	i
CCOC(=O)c1c(-c2ccccc2)csc1NC(=O)CCN1C(=O)c2ccccc2C1=O	i	i
O=C(Nc1nc2ccc(Br)cc2s1)c1ccco1	i	i
CCN(CC)S(=O)(=O)c1cc(NC(=O)C(C)N2CCc3ccccc32)ccc1C (configuration not stated)	i	i
O=C(CN1CCc2ccccc21)NN1CC(=O)N(c2ccccc2)CC1=O	i	i
CCn1c(COc2ccc(C)cc2)nnc1SCC(=O)Nc1ccc2c(c1)OCCO2	i	i
OC(CN1C2=NCCCN2c2ccccc21)c1ccc2c(c1)OCO2 (configuration not stated)	i	i
O=C(CCCN1C(=O)C(c2ccccc2)Oc2cccnc21)NCc1ccccc1Cl (configuration not stated)	i	i
COc1ccc(Oc2c(C)nc(SCC(=O)c3ccc(Cl)cc3)[nH]c2=O)cc1	i	i

Main list (from the top)
SMILES	CHT inh	KCNQ2 block
CNC(=S)N(Cc1ccc(OC)cc1)Cc1cc2ccc(C)cc2[nH]c1=O	i	i
O=C1NC(=O)C(=O)N1	i	.
CC(C)CNC(=O)C(=O)NNC(=O)C1CCCCC1	i	i
Cc1onc(-c2ccccc2)c1C(=O)Nc1cccc(C#N)c1	i	i
CCOc1ccc(N2C(=O)CC(NCCc3c[nH]c4ccccc34)C2=O)cc1 (configuration not stated)	i	i
CCOC(=O)c1ccccc1NC(=O)COC(=O)CCNS(=O)(=O)c1ccccc1	i	i
CC1(c2ccc(OC(F)F)cc2)NC(=O)N(CC(=O)Nc2ccc(S(N)(=O)=O)cc2)C1=O (configuration not stated)	i	i
CCN(CC)S(=O)(=O)c1ccc(NC(=O)Cn2cnc3ccccc3c2=O)cc1	i	i
COCCn1c(SCC(=O)N2CCOCC2)nc2ccccc2c1=O	i	i
CCOC(=O)c1c(-c2ccccc2)csc1NC(=O)CCN1C(=O)c2ccccc2C1=O	i	i
O=C(Nc1nc2ccc(Br)cc2s1)c1ccco1	i	i
CCN(CC)S(=O)(=O)c1cc(NC(=O)C(C)N2CCc3ccccc32)ccc1C (configuration not stated)	i	i
O=C(CN1CCc2ccccc21)NN1CC(=O)N(c2ccccc2)CC1=O	i	i
CCn1c(COc2ccc(C)cc2)nnc1SCC(=O)Nc1ccc2c(c1)OCCO2	i	i
OC(CN1C2=NCCCN2c2ccccc21)c1ccc2c(c1)OCO2 (configuration not stated)	i	i
O=C(CCCN1C(=O)C(c2ccccc2)Oc2cccnc21)NCc1ccccc1Cl (configuration not stated)	i	i
COc1ccc(Oc2c(C)nc(SCC(=O)c3ccc(Cl)cc3)[nH]c2=O)cc1	i	i
CCCCn1c(N)c(N(CCC(C)C)C(=O)c2ccc(COc3ccccc3)o2)c(=O)[nH]c1=O	i	i
Cc1ccccc1C(=O)NNC(=O)CCC(=O)Nc1cccc(Cl)c1C	i	i
O=C(Nc1ccc2c(c1)CCC2)C1CCN(c2c3c(nc4ncnn24)CCC3)CC1	i	i
CC(C)c1ccc(CNC(=O)C(=O)NCCCn2ccnc2)cc1	i	i
C=CCn1c(N/N=C/c2ccc(O)cc2)nc2ccccc2c1=O	i	i
Cn1c(N)c(S(=O)(=O)NCc2ccccc2Cl)c(=O)n(C)c1=O	i	i
CCCCC(=O)N1CCN(c2ccc(OC)cc2[N+](=O)[O-])CC1	i	i
CCCCn1c(N)c(N(CC)C(=O)Cc2ccc(S(=O)(=O)N3CCOCC3)s2)c(=O)[nH]c1=O	i	i
Carrying on.
SMILES	CHT inh	KCNQ2 block
CCCCC(=O)N=c1sc2cc(S(C)(=O)=O)ccc2n1C	i	i
CSC1=NCCN1C(=O)c1ccc(S(=O)(=O)N2CCCC2)cc1	i	i
C=CCn1c(SCC(=O)C23CC4CC(CC(C4)C2)C3)nc(O)cc1=O	i	i
CCC(C)NC(=O)CCNS(=O)(=O)c1ccc(Br)cc1 (configuration not stated)	i	i
COc1ccc(-c2cc(=O)[nH]c(=O)[nH]2)cc1	i	i
COc1ccc(C(=O)NCCn2ccc3ccccc32)cc1	i	i
CN1CCN(/C(=N\O)c2nonc2N)CC1	i	i
COc1cccc(NC(=O)CC2COc3ccccc3O2)c1 (configuration not stated)	i	i
CC(C)CN1C(=O)c2ccc(NC(=O)c3ccco3)cc2C1=O	i	i
O=C(CSc1ncccc1-c1nc2ccccc2[nH]1)N1CCc2ccccc21	i	i
CCOc1ccc(S(=O)(=O)N2CCN(C(=O)c3sccc3C)CC2)cc1	i	i
COc1cccc(N2CC(NS(=O)(=O)c3cccs3)CC2=O)c1 (configuration not stated)	i	i
Cc1cccc(CSCCNC(=O)Nc2ccccc2)c1	i	i
Cc1cccc(NC(=O)CSCc2cc(=O)n3c(C)csc3n2)c1C	i	i
Cc1cccc(-n2ncc3c(N4CCC5(CC4)OCCO5)ncnc32)c1	i	i
CCc1nnc(NC=C2C(=O)OC(C)(C)OC2=O)s1	i	i
CC1=[N+]([O-])C(N2CCOCC2)C(O)(c2ccccc2)C1 (configuration not stated)	i	i
O=C(COC(=O)c1ccc(Cl)c(S(=O)(=O)N2CCCC2)c1)NCc1cccs1	i	i
CCN1CCN(CC(=O)NC2CCCCC2)C(=O)C1=O	i	i
CCCCC(CC)C1OCC(CN2CCCCC2)O1 (configuration not stated)	i	i
c1ccc(CN2CCC3(CC2)Nc2ccccc2S3)cc1	i	i
Cc1nc(N2CCN(C)CC2)c2c(C)c(C(=O)Nc3ccc(C)c(F)c3)sc2n1	i	i
CC1CCCCN1C(=O)CSc1nnc(-c2ccco2)n1C (configuration not stated)	i	i
Cc1cc(C)cc(N=C2NC(=O)CS2)c1	i	i
O=C(NCCc1ccc(Cl)cc1)c1ccc(S(=O)(=O)N2CCCC2)cc1	i	i
Next section:
SMILES	CHT inh	KCNQ2 block
CCOC(=O)c1c(C)[nH]c(C(=O)COC(=O)c2ccc(O)cc2O)c1C	i	i
Cc1ccc(-c2c[n+](CC(=O)N3c4ccccc4Sc4ccccc43)c3n2CCC3)cc1	i	i
COc1cccc(C(=O)N2CCC(CCC(=O)Nc3cccc(C)c3)CC2)c1	i	i
CC1CCN(S(=O)(=O)c2ccc3c(c2)N(CC(=O)NCCCN2CCCC(C)C2)C(=O)CO3)CC1 (configuration not stated)	i	i
O=C(CSc1nnc(-c2ccccc2Cl)n1Cc1ccco1)Nc1ccc2c(c1)OCCO2	i	i
C/C(Cn1cnc([N+](=O)[O-])n1)=N\NC(=O)c1ccncc1	i	i
O=C(Nc1cccnc1)c1cc(-c2ccco2)on1	i	i
CCN(CC)S(=O)(=O)c1cc(NC(=O)c2ccc(-n3cncn3)c([N+](=O)[O-])c2)ccc1C	i	i
Cc1cc(C)n(-c2nnc(N3CCN(c4ccccc4)CC3)nn2)n1	i	i
Cc1ccc(C(O)(CCN2CCCCC2)c2ccccc2)cc1 (configuration not stated)	i	i
Cc1ccc(C(=O)CSC2=C(C#N)C(c3ccco3)C3=C(CC(C)(C)CC3=O)N2)cc1 (configuration not stated)	i	i
CCN(CCn1cccn1)C(=O)C1CCC(=O)N(CCc2cccc(F)c2)C1 (configuration not stated)	i	i
O=[N+]([O-])c1ccc(-[n+]2ccc3ccccc3c2)c([N+](=O)[O-])c1	i	i
CCOc1ccc2nc(N(CCN(CC)CC)C(=O)/C=C/c3cccs3)sc2c1	i	i
O=C(c1cncc(Br)c1)N1CCCc2ccccc21	i	i
Cc1csc(NC(=O)c2cc(-c3ccco3)nc3ccccc23)n1	i	i
Cc1c(NC2=NC3(CCCCC3)Cc3ccccc32)c(=O)n(C)n1-c1ccccc1	i	i
CS(=O)(=O)N(CC(=O)O)c1ccc2c(c1)OCO2	i	i
CC(C)CC(=O)NCCCCc1ccccc1	i	i
Cc1nn(-c2ccccc2)c2c1C(c1cccs1)C(C#N)=C(N)O2 (configuration not stated)	i	i
Nc1cc(=O)[nH]c(SCCOc2ccccc2)n1	i	i
COC(=O)[C@@H]1CC[C@H](C)[C@@H](c2ccc(C)cc2)N1C(=O)c1ccc(/C=N/OC[C@@H](O)[C@H]2O[C@@H]3OC(C)(C)O[C@@H]3[C@H]2O)cc1	.	i
CCn1nnnc1SCC(=O)Nc1sc(C)c(C)c1C#N	i	i
CC1(C)CC(=O)c2cc(OCC(=O)NCCCN3CCN(c4ccccc4F)CC3)ccc2O1	i	i
O=C1NNC(=O)C2C3C=CC(C4CC34)C12 (configuration not stated)	i	i
The list continues:
SMILES	CHT inh	KCNQ2 block
OCc1csc(=Nc2ccccc2)n1-c1ccccc1	i	i
COc1ccccc1NC(=O)c1cc[n+](C)cc1	i	i
Cc1ccc(C(C)C)c(OCC(O)CN(C)Cc2ccccc2)c1 (configuration not stated)	i	i
CC(C)c1ccccc1NC(=O)CCCC(=O)O	i	i
O=C(CSc1ncnc2c1nnn2Cc1ccc(F)cc1)NCC1CCCO1 (configuration not stated)	i	i
CCCCNc1nc2c(c(=O)[nH]c(=O)n2C)n1CCOc1ccccc1	i	i
Cc1nn(CC(=O)Nc2ccc3c(c2)nc(CN2CCCC2)n3C)c(=O)c2ccccc12	i	i
CC1=NN(c2nc(-c3ccc(Cl)cc3)cs2)C(=O)C1	i	i
COc1cccc(N2CCN(c3nc(C)c(C)c(=O)[nH]3)CC2)c1	i	i
Cc1ccc(S(=O)(=O)N2CCC3(CC2)OCCO3)cc1	i	i
CCN(CC)CCN(C(=O)CCS(=O)(=O)c1ccccc1)c1nc2cc(OC)c(OC)cc2s1	i	i
Cc1cccc(NS(=O)(=O)c2cccc(C(=O)N3CCN(c4ccccn4)CC3)c2)c1	i	i
CCOC(=O)N1CCN(CC(=O)N2c3ccccc3CC2C)CC1 (configuration not stated)	i	i
Cc1cccc(C)c1NC(=O)CN1C(=O)N(C)Cc2ccccc21	i	i
O=C(Nc1ccc(C2CCCCC2)cc1)C1CCCN(c2ncccn2)C1 (configuration not stated)	i	i
COC(=O)Cc1c(C)nc2nc(-c3ccc(Cl)cc3)[nH]n2c1=O	i	i
CSc1ccccc1NC(=O)C1=CC(c2ccc(C)cc2)=NS(=O)(=O)N1C	i	i
Cc1c(OCc2nn[nH]n2)ccc2c3c(c(=O)oc12)CCCC3	i	i
O=C(NN=C1CCCC1)c1[nH]c2ccc(Cl)cc2c1-c1ccccc1	i	i
CSc1ccc(C(=S)N2CCCCCC2)cc1	i	i
CC(OC(=O)C1CCN(S(=O)(=O)c2ccccc2C(F)(F)F)CC1)C(=O)N(C)Cc1ccccc1 (configuration not stated)	i	i
COc1ccc(C(=O)CSc2nnc(C3CC3)n2N)cc1	i	i
CCCc1cc(C(=O)Nc2ccc(CC)cc2)no1	i	i
Cc1cc(C)nc(SCc2cc(=O)c(OC(=O)c3cc([N+](=O)[O-])ccc3Cl)co2)n1	-7.36*	i
O=C(NCc1ccccc1Cl)C(=O)NCC1OCCN1S(=O)(=O)c1ccc(F)cc1 (configuration not stated)	i	i
Other entries:
SMILES	CHT inh	KCNQ2 block
Cc1[nH]c2ccccc2c1/C=C(\C#N)S(=O)(=O)c1ccccc1	i	i
COc1cc(/C=C2\CCCc3c2nc2ccccc2c3C(=O)O)cc([N+](=O)[O-])c1O	i	i
C1N2CN3CN1CN(C2)C3	i	.
CCN(CC)C1CCN(C(=O)c2cc(COc3ccc(-n4cncn4)cc3)on2)C1 (configuration not stated)	i	i
Cc1ccc(Cl)c(Nc2ccccc2C(=O)O)c1Cl	i	i
COC(=O)[C@]1(Cc2ccccc2)N[C@H](c2ccc(-c3cc(C(C)=O)cs3)cc2)[C@@H]2C(=O)N(C)C(=O)[C@@H]21	i	i
CC1(C)N=C(SCC(=O)Nc2ccc(Cl)cc2Cl)C(c2ccccc2)=N1	i	i
CC(C)(C)NC(=O)COC(=O)c1cc(F)c(F)cc1Cl	i	i
CC(C)(C)Nc1cccccc1=O	i	i
Cc1ccccc1CC1(CO)CCCN(Cc2nc(-c3cccs3)oc2C)C1 (configuration not stated)	-6.67*	i
O=C(OC(C(=O)NC1CCCCC1)c1ccccc1F)c1ccco1 (configuration not stated)	i	i
O=C(NCC(c1cccnc1)N1CCOCC1)c1ccc2c(c1)OCO2 (configuration not stated)	i	i
COC(=O)C1CCCN1C(C(=O)NC1CCCCC1)c1ccc(Cl)cc1 (configuration not stated)	i	i
COc1ccc(NC(=O)NCCN2C(=O)C3C4C=CC(C4)C3C2=O)cc1 (configuration not stated)	i	i
O=C(N[C@@H](Cc1c[nH]c2ccccc12)C(=O)NC1CC1)c1ccccc1Cl	i	i
C=C(C)COc1ccc(-c2[nH]ncc2-c2ccc(OC)cc2)c(O)c1	i	i
COc1ccc(/C=N/Nc2nc(-c3cccnc3)nc3ccccc23)c(OC)c1	i	i
CCCCOc1cccc(-c2nnc(NC(=O)CSc3ccc(C)cc3)s2)c1	i	i
COc1ccc(C(=O)NC2CCCN(Cc3ccccc3F)C2)c(OC)c1OC (configuration not stated)	i	i
O=C(NCc1cccs1)C(=O)c1cn(CC(=O)N2CCOCC2)c2ccccc12	i	i
O=C(/C=C/c1ccccc1)c1c[nH]c2ccccc12	i	i
CCc1ccc2c(CC(=O)Nc3nnc(C4CC4)s3)coc2c1	i	i
C=CCn1c(SCc2nc3c(c(=O)[nH]c(=O)n3CCCC)n2CCC)nnc1-c1ccccc1	i	i
O=C(NC1CC1)C1CCN(S(=O)(=O)c2ccc(Cl)cc2)CC1	i	i
Cc1nc2cccnc2nc1C	i	i
